12-LOX inh: Primary qHTS assay for inhibitors of human arachidonate 12S-lipoxygenase (ALOX12): Round 2; Polyunsaturated fatty acid lipoxygenase ALOX12 (Homo sapiens), P18054; purified 12hLO, xylenol orange hydroperoxide absorbance; Potency, µM (doses to about 108 µM), without a hit: at the highest dose activity change, negative = inhibition, hits mostly inhibitors; 580,000 tested, 1.1% active; AID 1671190, 2021; active = well fitted inhibition curve with a large enough effect; inconclusive = small, poorly fitted or top-dose-only effect, or another doubt; inactive = no such curve, though single readings can be large or run the other way; note: potency is the fitted concentration of half-maximal effect
Target sequence (P18054 whole entry, looked up): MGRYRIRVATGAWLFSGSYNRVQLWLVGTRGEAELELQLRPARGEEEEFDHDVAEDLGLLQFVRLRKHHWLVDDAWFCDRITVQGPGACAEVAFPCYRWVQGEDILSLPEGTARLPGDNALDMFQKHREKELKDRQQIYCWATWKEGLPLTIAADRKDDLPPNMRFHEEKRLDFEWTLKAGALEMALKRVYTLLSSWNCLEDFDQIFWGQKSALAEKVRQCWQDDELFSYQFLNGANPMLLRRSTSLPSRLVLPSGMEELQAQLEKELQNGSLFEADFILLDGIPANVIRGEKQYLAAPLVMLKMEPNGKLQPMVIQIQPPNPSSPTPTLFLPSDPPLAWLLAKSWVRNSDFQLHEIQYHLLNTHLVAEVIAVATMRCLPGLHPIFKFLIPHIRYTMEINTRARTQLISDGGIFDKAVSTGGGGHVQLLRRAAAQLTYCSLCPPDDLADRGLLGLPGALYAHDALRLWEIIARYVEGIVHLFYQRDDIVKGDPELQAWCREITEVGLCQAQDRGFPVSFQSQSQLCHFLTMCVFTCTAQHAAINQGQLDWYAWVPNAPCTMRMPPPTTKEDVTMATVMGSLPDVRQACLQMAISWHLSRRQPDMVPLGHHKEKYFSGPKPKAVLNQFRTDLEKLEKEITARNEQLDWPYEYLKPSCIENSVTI
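Purified human 12hLO at 150 nM in 25 mM Hepes, 0.01% Triton X-100, pH 7.0, preincubated 15 min at room temperature with compound. Reaction started with 40 uM arachidonic acid, 30 min at room temperature. Hydroperoxide measured by Fe-xylenol orange, 573/405 nm absorbance ratio.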
LDHA block: qHTS assay for inhibitors of human lactate dehydrogenase. L-lactate dehydrogenase A chain (Homo sapiens), P00338. purified LDHA, NADH/diaphorase-resazurin fluorescence; stronger effect = lower value. activity change, % (values are at about 110 or 230 µM). 480,000 tested, 0.15% active. AID 1347041, 2019; in the data active = activity change below about -30%; inconclusive = mostly about -25% to -30%;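 note: plate controls were DMSO wells for no effect and wells without enzyme for full effect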
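LDH5 2 nM; NADH 0.06 mM, pyruvate 0.2 mM; 200 mM Tris pH 7.4, EDTA, Tween-20; 5 min RT. Detection: diaphorase 0.133 mg/mL + resazurin 37 µM, fluorescence ex540/em590 at 0 and 20 min; normalized to enzyme-free and DMSO wells.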
* marks the source's active call; other numbers are inactive results; ? = inconclusive; [ ] = another dose, or the depositor's remark. Unless noted, % is set by controls: 0 for no effect and ±100 for the full control effect.

1. CCC(=O)N1N=C(c2ccco2)CC1c1ccc2nccnc2c1 (stereo unspecified)
2. COc1ccc(Nc2nc(-c3cc4cc(OC)ccc4oc3=O)cs2)cc1
3. COc1ccc(/C(C)=N/OC(=O)c2ccc(OC(C)C)cc2)cc1OC
4. NCc1ccc(COCC(F)(F)F)cc1
5. COC(=O)[C@H](Cc1ccccc1)NC(=O)/C=C/[C@H]1O[C@@H](n2ccc(=O)[nH]c2=O)[C@H](O)[C@@H]1O
6. COc1ccc(NC(=O)Cn2cc(C#N)c3ccccc32)cc1OC
compound no.,1,2,3,4,5,6
12-LOX inh,-26%,?,15%,13%,21%,0%
LDHA block,-2,2,12,0,-3,-7

7. CCSc1nnc(SCc2cc(=O)oc3c(C)c(C)ccc23)s1
8. CCCCc1cc(=O)oc2cc(OCC(=O)OCC)c(Cl)cc12
9. CCCCSc1nc2c(c(=O)[nH]c(=O)n2C)n1CC(O)COc1ccc(Cl)cc1 (stereo unspecified)
10. COc1ccccc1CNc1nc(-c2ccc(C#N)cc2)cs1
11. Cc1cccc(C)c1-n1nnnc1C(c1ccnc2ccccc12)N1CCOCC1 (stereo unspecified)
12. Fc1cc(COc2ccc(-c3nnco3)cc2)c2ncccc2c1
compound no.,7,8,9,10,11,12
12-LOX inh,-3%,-7%,-12%,27%,-3%,?
LDHA block,4,3,-8,2,-4,2

13. Oc1ccc(Sc2ccc(O)cc2)cc1
14. Cc1ccc(Oc2ccc(S(=O)(=O)N3CCCC3)cn2)c(Br)c1
15. O=C(NC1CCCC1)c1cc(Cl)cc(Cl)c1
16. CN(CCCCOc1ccc2ccccc2c1)CCCCOc1ccc2ccccc2c1
17. COc1ccccc1NC(=O)CSc1nc(N2CCOCC2)c2c(c1C#N)CCCC2
18. CC(NC(=O)Cc1csc2nc(-c3ccc(F)cc3)cn12)c1cccs1 (stereo unspecified)
compound no.,13,14,15,16,17,18
12-LOX inh,?,20%,5%,?,-4%,?
LDHA block,-11,8,-4,3,11,-3

Filtered by structure, the compounds so far with a Cl atom (3)
8. CCCCc1cc(=O)oc2cc(OCC(=O)OCC)c(Cl)cc12
9. CCCCSc1nc2c(c(=O)[nH]c(=O)n2C)n1CC(O)COc1ccc(Cl)cc1 (stereo unspecified)
15. O=C(NC1CCCC1)c1cc(Cl)cc(Cl)c1
compound no.,8,9,15
12-LOX inh,-7%,-12%,5%
LDHA block,3,-8,-4

The listing continues:
19. Cc1ccc(-c2nc(CN3CCN(CC(=O)Nc4cccc(C)c4C)CC3)co2)cc1
20. O=C(/C=C/C=C/c1ccco1)c1ccc(N2CCOCC2)cc1
21. Cc1ccccc1Nc1nc(N)[nH]c(=O)c1N=O
22. Cc1ccc(Cl)cc1NC(=O)CN(Cc1ccc(Cl)cc1)S(C)(=O)=O
23. CCCNC(=O)CCc1ccc(C#N)cc1
24. CN(Cc1ccc(C(=O)NCC(F)(F)F)cc1)C(=O)c1ccccc1
compound no.,19,20,21,22,23,24
12-LOX inh,-11%,5µM*,-37%,-9%,2%,12%
LDHA block,7,3,-4,-2,11,14

25. COC(=O)C1OC(OC2C(OC3CC[C@@]4(C)C(CC[C@]5(C)C4C(=O)C=C4C6C[C@@](C)(C(=O)OC)CC[C@]6(C)CC[C@]45C)C3(C)C)OC(C(=O)OC)C(OC(C)=O)C2OC(C)=O)C(OC(C)=O)C(OC(C)=O)C1OC(C)=O (stereo partly specified)
26. S=c1sc2c(s1)SC1CC=CC1S2 (stereo unspecified)
27. CCc1ccc2oc(=O)cc(CN3CCN(c4ccccc4F)CC3)c2c1
28. CS(=O)(=O)c1ccccc1C(=O)OCc1ccccc1F
29. CCOc1ccc(-n2ccn3c(SCC(=O)c4ccc(OC)c(OC)c4)nnc3c2=O)cc1
30. Cc1ccc(C(CC(=O)O)NC(=O)c2nn(C)c(=O)c3ccccc23)cc1 (stereo unspecified)
compound no.,25,26,27,28,29,30
12-LOX inh,12%,?,14%,?,42%,?
LDHA block,3,5,6,-3,1,-18

31. NC1CCCN(Cc2cccs2)C1 (stereo unspecified)
32. O=C(/C(=C\c1ccc(-c2ccccc2Cl)o1)c1nc2ccccc2o1)c1ccccc1
33. CCCC[C@@H]1CC2=C(C(=O)OC(C)(C)O2)[C@H](c2ccc(C(C)C)cc2)O1
34. CCNC(=O)C1(C)CCCN(C(=O)c2cc(C)nn2C(C)(C)C)C1 (stereo unspecified)
35. Clc1ccc(C2C=C(c3ccccc3)Nc3nnnn32)c(Cl)c1 (stereo unspecified)
36. CN(CCCc1[nH]nc(N)c1C#N)c1nc(-c2ccncc2)nc2ccccc12
compound no.,31,32,33,34,35,36
12-LOX inh,-6%,?,?,-3%,18µM*,5%
LDHA block,6,3,3,-8,-6,-9

In the list so far, four contain an NH in an aromatic ring:
5. COC(=O)[C@H](Cc1ccccc1)NC(=O)/C=C/[C@H]1O[C@@H](n2ccc(=O)[nH]c2=O)[C@H](O)[C@@H]1O
9. CCCCSc1nc2c(c(=O)[nH]c(=O)n2C)n1CC(O)COc1ccc(Cl)cc1 (stereo unspecified)
21. Cc1ccccc1Nc1nc(N)[nH]c(=O)c1N=O
36. CN(CCCc1[nH]nc(N)c1C#N)c1nc(-c2ccncc2)nc2ccccc12
compound no.,5,9,21,36
12-LOX inh,21%,-12%,-37%,5%
LDHA block,-3,-8,-4,-9

Further records
37. CCCn1nc(S(=O)(=O)N2CCCC2)c(C(=O)OCC)c1C
38. Cc1cc(C(=O)N2CCN(Cc3ccccc3)CC2)c2ccccc2n1
39. CC(Oc1ccc2ccc(=O)oc2c1)C(=O)Nc1ccc(N2CCOCC2)cc1 (stereo unspecified)
40. Cc1ccnc(SCc2nc3cc(NC(=O)c4ccccc4Cl)ccc3n2C)n1
41. CC(C)(C)c1ccc2c(c1)OCCOCCOc1cc(C(C)(C)C)ccc1OCCOCCO2
42. Cc1ccc(NC(=O)CC(O)(c2nccn2C)C(F)(F)F)cc1F (stereo unspecified)
compound no.,37,38,39,40,41,42
12-LOX inh,11µM*,29%,?,82%[activator],-20%,21%
LDHA block,-18,-2,-8,7,3,-9

43. CC(CN(C)C)OC(=O)c1ccc2c(c1)OCO2 (stereo unspecified)
44. Cc1ccc(-c2cc(C(F)F)n3nc(C)c(Br)c3n2)cc1
45. Cc1ccc(S(=O)(=O)N2CCN(C(C)c3nc4ccccc4c(=O)[nH]3)CC2)cc1 (stereo unspecified)
46. CCCCc1nnc(NC(=O)CCc2c[nH]c3ccccc23)s1
47. COc1cccc(-c2cc(C(=O)O)c3cc(C)ccc3n2)c1
48. CNCc1cccs1
compound no.,43,44,45,46,47,48
12-LOX inh,16%,-26%,-6%,28%,?,?
LDHA block,-1,-34*,1,-11,7,-24

49. CCOC(=O)C(NC(=O)C1Cc2ccccc2C(=O)O1)C(=O)OCC (stereo unspecified)
50. c1ccc(-c2nc3ccccc3n2C(c2ccccc2)c2nc3ccccc3[nH]2)cc1 (stereo unspecified)
51. CC1CCc2c(sc3ncnc(N(C)CC(=O)N(C)C)c23)C1 (stereo unspecified)
52. Cn1cc(C(=O)NCCNC(=O)c2ccccc2)c2ccccc21
53. CC(C)N1CC(C(=O)Nc2nc3c(s2)CCC3)CC1=O (stereo unspecified)
54. CSCc1ccc(C(=O)Nc2ccc(F)cc2Cl)o1
compound no.,49,50,51,52,53,54
12-LOX inh,28%,?,?,9%,?,?
LDHA block,-6,16,7,1,-6,2

55. OC[C@@H]1CN(Cc2ccc3c(c2)OCO3)C[C@H](n2cnc3c(N4CCOCC4)ncnc32)O1
56. CSC1=N/C(=C\c2cc(C)ccc2C)C(=O)S1
57. CCOC(=O)C1=C(C)N=C2SCC(=O)N2C1c1ccc(OC)c(OCC)c1 (stereo unspecified)
58. CCOC(=O)c1c(C)n(CC(=O)OC)c2ccc(O)cc12
59. CCCNc1nc2ccccc2nc1C(=O)Nc1cc(C)cc(C)c1
60. COc1ccc(C2C(C(C)=O)=C(O)C(=O)N2c2ccc(C)cc2)c(OC)c1 (stereo unspecified)
compound no.,55,56,57,58,59,60
12-LOX inh,-1%,-18%,-2%,-1%,3%,?
LDHA block,2,4,-13,3,-2,14

61. COc1cccc(Cn2cnc(-c3ccccc3OC)c2-c2cc(C)cc(C)c2)c1
62. Cc1nc2ccc(NC(=O)CC3CCCC3)cc2s1
63. Cc1cc(C)c2oc(C(=O)N(Cc3cccc(Cl)c3)C3CCS(=O)(=O)C3)cc(=O)c2c1 (stereo unspecified)
64. Cc1ccc(S(=O)(=O)N2CCCN(C(C(=O)NC3CC3)c3ccccc3)CC2)cc1 (stereo unspecified)
65. COc1cc(NC(=O)Cn2c(C(=O)c3cccc(F)c3)nc3ccccc32)cc(OC)c1
66. CC(=O)c1ccc(N2CCN(C(=O)c3ccc(Cl)c(Cl)c3)CC2)c(F)c1
compound no.,61,62,63,64,65,66
12-LOX inh,?,?,?,?,1%,-9%
LDHA block,5,3,16,-8,-2,-3

67. Cc1nc(CN2CCN(C(=O)NCCc3ccccn3)CC2)cs1
68. CCNC(=O)c1cc2c(c(-c3cccc(-c4cncnc4)c3)n1)[C@H](CCO)N(C(C)=O)C2
69. Cc1nc(NC2CCCC2)sc1C(=O)NCCC(C)C
70. COCCOc1ccc(C(=O)/C=C/c2ccc(C(=O)OC)o2)cc1
71. CC(=O)Nc1cnc(-c2cccc(C(=O)N3CCOCC3)c2)cn1
72. NC(=O)c1ccc(COC(=O)c2cc(Br)ccc2F)cc1
compound no.,67,68,69,70,71,72
12-LOX inh,29%,0%,20µM*,?,0%,-4%
LDHA block,3,2,-3,8,-7,1

Four entries picked at random from the list so far:
72. NC(=O)c1ccc(COC(=O)c2cc(Br)ccc2F)cc1
70. COCCOc1ccc(C(=O)/C=C/c2ccc(C(=O)OC)o2)cc1
68. CCNC(=O)c1cc2c(c(-c3cccc(-c4cncnc4)c3)n1)[C@H](CCO)N(C(C)=O)C2
69. Cc1nc(NC2CCCC2)sc1C(=O)NCCC(C)C
compound no.,72,70,68,69
12-LOX inh,-4%,?,0%,20µM*
LDHA block,1,8,2,-3

The list continues.
73. CCS(=O)(=O)N(C)c1ccc2sc(C(=O)NC)cc2c1
74. COc1ccc2c(c1)c(C(C(=O)O)N1CCN(Cc3ccccc3)CC1)cn2CC(=O)O (stereo unspecified)
75. COc1ccc(C)cc1NC(=O)CSc1nnc(CN2CCCCC2)n1-c1ccc(F)cc1
76. C/C(=C\c1ccccc1)C(=O)NC1CCCC1
77. CN1CCN(c2nc3ccccc3nc2NS(=O)(=O)c2ccc(Cl)cc2)CC1
78. CC(O)(c1ccccc1)c1nc(-c2cc3ccccc3o2)cs1 (stereo unspecified)
compound no.,73,74,75,76,77,78
12-LOX inh,9%,1%,6%,0%,-2%,-30%
LDHA block,-4,11,-1,12,3,-1

79. CC(Oc1ccc(Cl)cc1Cl)C(=O)Nc1ccc(N2CCN(C)CC2)nc1 (stereo unspecified)
80. C/C(=N/NC(N)=S)c1ccc([N+](=O)[O-])cc1
81. C1CCC(CN2CCNCC2)C1
82. CC(=O)NC(c1ccccc1)c1nc(-c2cccc(F)c2)cs1 (stereo unspecified)
83. Cc1ccc(F)cc1NC(=S)NCc1ccccc1
84. CCc1ccc(C(=O)N(C)Cc2cccs2)s1
compound no.,79,80,81,82,83,84
12-LOX inh,?,-73%,?,3%,?,-3%
LDHA block,2,3,5,-6,0,0

85. N#CCSc1nnc(-c2ccccc2)n1-c1ccc(F)cc1F
86. CC(C)NC(=O)CSc1ncc(-c2ccc(Br)cc2)o1
87. COc1ccccc1NC(=O)Cn1nc(C(=O)O)c2ccccc2c1=O
88. Cc1ccc2cc3cc(C(=O)NC4CCCCCC4)sc3nc2c1
89. CC(C)n1nc(C(=O)N2CCN(Cc3ccccc3)CC2)c2ccccc2c1=O
90. CNC(=S)NNC(=O)c1csc(C)c1
compound no.,85,86,87,88,89,90
12-LOX inh,?,-28%,-7%,?,-3%,3%
LDHA block,-1,-14,7,-9,6,1

Bioassay records deposited in PubChem by National Center for Advancing Translational Sciences (NCATS).

Not all compounds are listed, so the mix of outcomes need not match the whole.
